PAFAH1B3 FP inh: PAFAH1B3 (human) inhibition. 340,000 tested, 0.28% active. inhibition, % at 3.39 µM. recombinant PAFAH1B3, FP-rhodamine probe, fluorescence polarization. Q15102. AID 492972;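 active = inhibition above the screen-wide average of all tested compounds plus 3 SD, cut at about 25% in these data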;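 note: 0% = enzyme with DMSO only and 100% = wells lacking PAFAH1B3 protein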
PAD4 FP inh: PAD4 (human) enzyme inhibition | recombinant PAD4, RCA probe fluorescence polarization | inhibition, % at 6.36 µM | 330,000 tested, 0.41% active;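 active = percent inhibition above a cutoff equal to the mean of all tested compounds plus 3 SD, cut at about 15% in these data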;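 note: 0% = PAD4 with RCA probe and DMSO and 100% = probe without PAD4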
Target sequence (Q9UM07 whole entry, looked up): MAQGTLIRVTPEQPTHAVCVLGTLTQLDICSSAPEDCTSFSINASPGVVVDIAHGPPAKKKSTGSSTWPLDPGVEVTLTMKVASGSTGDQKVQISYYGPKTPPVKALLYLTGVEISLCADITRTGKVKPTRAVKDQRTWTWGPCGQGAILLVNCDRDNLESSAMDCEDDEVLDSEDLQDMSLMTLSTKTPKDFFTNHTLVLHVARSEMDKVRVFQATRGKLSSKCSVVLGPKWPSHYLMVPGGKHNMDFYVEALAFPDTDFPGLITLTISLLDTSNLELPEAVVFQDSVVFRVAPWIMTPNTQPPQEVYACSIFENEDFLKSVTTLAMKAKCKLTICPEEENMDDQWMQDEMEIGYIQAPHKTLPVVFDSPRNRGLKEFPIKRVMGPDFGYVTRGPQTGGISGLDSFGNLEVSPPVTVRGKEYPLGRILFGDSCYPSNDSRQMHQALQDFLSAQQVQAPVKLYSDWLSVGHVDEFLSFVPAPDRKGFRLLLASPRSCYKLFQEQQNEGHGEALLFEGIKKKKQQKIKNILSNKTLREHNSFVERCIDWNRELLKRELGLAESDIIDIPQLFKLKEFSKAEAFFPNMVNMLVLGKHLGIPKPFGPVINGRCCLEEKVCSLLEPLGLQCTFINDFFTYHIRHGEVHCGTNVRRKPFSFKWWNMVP
LYPLA1 counter: counter-screen for PME1 inhibitors: inhibitors of human LYPLA1; inhibition, % at 5.9 µM; 320,000 tested, 0.16% active; AID 2174; recombinant LYPLA1, FP-Rh probe fluorescence polarization; O75608;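 active = inhibition above the mean of all tested compounds plus 3 SD, set per campaign, cut at about 14% in these data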;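 note: inhibitors block serine hydrolase probe labeling of LYPLA1 so polarization falls; 0% = enzyme with DMSO and 100% = wells lacking LYPLA1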
Fam108B counter: blocks mouse Fam108B hydrolase in RBBP9 counter-screen. recombinant Fam108B, FP-Rh probe fluorescence polarization. inhibition, % at 9.51 µM. 300,000 tested, 0.33% active;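 active = inhibition above the screen mean inhibition plus 3 SD, computed separately per campaign, cut at about 18% in these data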;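 note: inhibitors lower polarization as less probe binds the enzyme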
PAFAH2 FP inh: inhibitors of human PAFAH2 | Q99487 | recombinant PAFAH2, FP-rhodamine activity probe, fluorescence polarization | inhibition, % at 3.39 µM | 340,000 tested, 0.99% active | AID 492956;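 active = inhibition above the mean over all tested compounds plus 3 SD, cut at about 30% in these data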;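 note: inhibitors block probe labeling of enzyme so polarization drops; 0% = enzyme with DMSO and 100% = wells lacking PAFAH2 protein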
PAFAH1B2 FP inh: blocks human PAF acetylhydrolase 1b catalytic subunit 2; P68402; AID 492953; recombinant PAFAH1B2, FP-rhodamine activity probe, fluorescence polarization; inhibition, % at 3.39 µM; 340,000 tested, 1.2% active;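 active = inhibition above the mean of all tested compounds plus 3 SD, cut at about 24% in these data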;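 note: 0% = enzyme with DMSO and 100% = wells lacking PAFAH1B2; many of its hits are not listed in these tables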
pPAFAH inh: pPAFAH (human) enzyme inhibition. inhibition, % at 3.39 µM. Q13093. 330,000 tested, 1.5% active. recombinant pPAFAH, FP-rhodamine probe fluorescence polarization;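 active = inhibition above the mean inhibition across the screen plus 3 SD, cut at about 25% in these data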;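 note: inhibitors block binding of the rhodamine activity-based probe so polarization drops; 0% = enzyme with DMSO and 100% = wells lacking pPAFAH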
PME-1 primary: PME-1 (human) inhibition. Q9Y570. recombinant PME-1, FP-Rh probe fluorescence polarization. inhibition, % at 5.9 µM. 320,000 tested, 0.53% active;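 active = inhibition above the campaign mean of all compounds plus 3 SD, cut at about 26% in these data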;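 note: competitive labeling of PME-1 active site by serine hydrolase directed probe; 0% = PME-1 with DMSO and 100% = wells lacking PME-1 enzyme; inhibitors block probe labeling so polarization falls and inhibition rises; many of its hits are not listed in these tables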
GSTO1 inh: GSTO1 inhibition, counter-screen for RBBP9 inhibitors | 300,000 tested, 1.1% active | inhibition, % at 5.96 µM | recombinant GSTO1, activity-based probe fluorescence polarization | AID 1974;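 active = inhibition above the campaign mean inhibition plus 3 SD, cut at about 35% in these data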;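 note: 0% = GSTO1-1 with DMSO and 100% = wells lacking GSTO1-1 enzyme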
Target sequence (P78417 whole entry, looked up): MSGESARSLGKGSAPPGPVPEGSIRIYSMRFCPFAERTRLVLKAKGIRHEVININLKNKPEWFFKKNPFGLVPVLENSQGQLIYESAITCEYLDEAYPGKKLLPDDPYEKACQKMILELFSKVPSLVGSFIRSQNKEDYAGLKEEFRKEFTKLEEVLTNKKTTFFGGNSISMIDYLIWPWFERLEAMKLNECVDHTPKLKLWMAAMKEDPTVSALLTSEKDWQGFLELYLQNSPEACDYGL
* hit, by the source's call; . = no result given.

cpd	compound	LYPLA1 counter	PAFAH1B3 FP inh	pPAFAH inh	PAD4 FP inh	GSTO1 inh
1	CN(C)c1ccc(C(=O)N/N=C/c2cc(Br)cc(Br)c2O)cc1	-5	.	7	-2	22
2	COc1cc(C2CC(=O)c3cnc(NC(=O)COc4ccccc4)nc3C2)cc(OC)c1OC (centres undefined)	0	9	3	0	5
3	CC/C=C/C(=O)N1CC2(CC(c3cccc(NC(=O)CC(c4ccccc4)c4ccccc4)c3)=NO2)C[C@@H]1C(N)=O (some centres undefined)	-7	-3	1	-4	-6
4	CN(C)C(=S)Nc1ccc(N2CCOCC2)cc1	-2	-3	-1	0	10
5	Cc1ccc(SCc2c(C(=O)N/N=C/c3ccncc3)nnn2-c2nonc2N)cc1	-1	5	2	1	0
6	CC(C)(C)c1ccc(OCc2ccc(C(=O)N3CCOCC3)o2)cc1	0	4	4	-4	6
7	Cc1ccnc(NC(=O)c2cnc(Cl)c(Cl)c2)c1	-2	9	-1	3	7
8	C[C@@H]1COC(=O)[C@H](NC(=O)OCC2c3ccccc3-c3ccccc32)C/C=C\C[C@@H](CC(=O)N[C@@H](CO)Cc2ccccc2)C(=O)N1	.	9	7	2	.
9	CC(=O)Oc1c(Cl)cc(Cl)cc1/C=C/c1ccc2ccccc2n1	-13	-5	19	4	-10
10	O=C1S/C(=C/c2ccccc2F)C(=O)N1CCN=C1NS(=O)(=O)c2ccccc21	-4	-1	-3	-1	-1
11	CCCOC(=O)c1c(N)sc(C(=O)OCC)c1C	3	11	16	2	2
12	O=c1c2c(-c3cccs3)csc2ncn1-c1ccc(Br)cc1	-4	-1	6	-4	-8

cpd	PAFAH1B2 FP inh	PAFAH2 FP inh	PME-1 primary	Fam108B counter
1	.	.	-3	5
2	-1	2	-4	-4
3	-6	-13	-5	5
4	2	3	-1	-5
5	-1	-2	-7	-2
6	-1	-1	3	1
7	6	-13	-4	0
8	9	3	.	.
9	7	-8	20	-9
10	-5	-2	1	5
11	2	1	6	3
12	2	0	-1	-3

More records follow.
cpd	compound	LYPLA1 counter	PAFAH1B3 FP inh	pPAFAH inh	PAD4 FP inh	GSTO1 inh
13	N#CCC(=O)N/N=C/c1coc2ccccc2c1=O	-3	4	18	-2	2
14	CC(C)CCNC(=O)c1cn(CC(C)C)c(=O)c2c1c1ccccc1n2C	4	2	5	3	-1
15	O=C(N/N=C\c1ccc([N+](=O)[O-])s1)c1cncc(Br)c1	2	0	23	3	43*
16	COc1ccc(NC(=O)Nc2cccc3c2O[C@H](CN(C)C(=O)Nc2ccc(C(F)(F)F)cc2)[C@@H](C)CN([C@H](C)CO)C3=O)cc1	.	3	-2	-2	.
17	Cc1ccc(NC(=O)/C(C#N)=N/Nc2ccc(C(=O)O)cc2)c(C)c1	0	2	3	-1	-4
18	CCOC(=O)C(Cc1ccccc1)(NC(C)=O)C(=O)OCC	1	16	3	2	-3
19	COc1ccc([N+](=O)[O-])cc1N(CC(=O)NCCC1=CCCCC1)S(C)(=O)=O	2	-10	0	1	2
20	Cc1ccc(C)c(S(=O)(=O)N/N=C/c2ccc(N3CCOCC3)cc2)c1	0	10	8	-4	7
21	CC(=O)c1ccc(OCC(O)Cn2nnc3ccccc32)cc1 (centres undefined)	-2	-4	11	-1	-4
22	CCn1c(SCC(=O)NCCc2ccccc2)nc2sc3c(c2c1=O)CCN(C)C3	-1	1	-5	-2	-3
23	Cn1ncc([N+](=O)[O-])c1C(=O)Nc1ccn(Cc2ccccc2F)n1	-1	9	6	-1	4
24	NC(=O)c1ccc(OCC2CCCO2)cc1 (centres undefined)	0	4	-1	-4	2

cpd	PAFAH1B2 FP inh	PAFAH2 FP inh	PME-1 primary	Fam108B counter
13	1	13	-9	-4
14	3	5	5	6
15	3	4	5	10
16	68*	-8	.	.
17	3	1	-5	-2
18	-6	7	0	1
19	24	3	2	3
20	0	6	7	0
21	0	3	-3	1
22	-2	5	-13	0
23	-1	-3	2	2
24	6	6	-4	2

Looked up above.
For Fam108B counter, `Cn1ncc([N+](=O)[O-])c1C(=O)Nc1ccn(Cc2ccccc2F)n1` is listed with 2
For PAFAH1B3 FP inh, `Cc1ccc(C)c(S(=O)(=O)N/N=C/c2ccc(N3CCOCC3)cc2)c1` is listed with 10

(continued)
cpd	compound	LYPLA1 counter	PAFAH1B3 FP inh	pPAFAH inh	PAD4 FP inh	GSTO1 inh
25	Cc1ccc(NC(=O)C(OC(=O)c2ccc(O)cc2)c2ccccc2)cc1Cl (centres undefined)	-42	0	-14	-8	-18
26	O=[N+]([O-])c1cccc(Cl)c1NCCNc1ncc(C(F)(F)F)cc1Cl	-1	-2	9	0	-11
27	COc1ccc(/C=N/NC(=O)c2ccc(NC(=O)c3cccc([N+](=O)[O-])c3)cc2)c(OC)c1	-7	-1	2	-1	-6
28	CCOC(=O)N1CCN(C(=O)CCS(=O)(=O)c2cc3c(cc2Cl)NC(=O)CO3)CC1	2	1	0	2	9
29	COc1cc(-c2nnc(-c3cc(OC)c(OC)c(OC)c3)o2)cc(OC)c1OC	-2	5	-5	-1	1
30	CCOc1ccc(N(CC(=O)NC2CCCCC2C)S(=O)(=O)c2c(C)noc2C)cc1 (centres undefined)	2	5	1	-3	5
31	CC(=O)SC1CC(=O)N(c2ccc(C(C)(C)C)cc2)C1=O (centres undefined)	0	3	1	7	3
32	COc1ccc2cc(N=Cc3nc(-c4ccc(C)cc4)oc3O)cnc2c1	0	5	1	-4	0
33	CC(C)CCCC(C)CCOC(=O)CN1CCCC1 (centres undefined)	0	12	1	6	4
34	CN(C)C(=O)c1ccc(NC(=O)c2ccccc2Sc2ccccc2C#N)cc1	3	8	1	2	0
35	COc1ccccc1N1CCN(C(CNS(=O)(=O)c2cc(F)ccc2F)c2cccnc2)CC1 (centres undefined)	-2	-3	3	-7	-3
36	COc1ccc(NC(=O)NCCCN2CCc3ccccc3C2)cc1	2	7	2	1	5

cpd	PAFAH1B2 FP inh	PAFAH2 FP inh	PME-1 primary	Fam108B counter
25	0	-5	-61	-29
26	3	4	3	0
27	4	-1	-7	8
28	3	-3	-4	-2
29	1	-3	-1	-4
30	5	-2	-2	-1
31	9	4	2	0
32	6	4	9	1
33	-1	5	-6	-2
34	2	-5	4	2
35	3	7	-1	1
36	-6	1	3	1

Carrying on.
cpd	compound	LYPLA1 counter	PAFAH1B3 FP inh	pPAFAH inh	PAD4 FP inh	GSTO1 inh
37	Cc1ccccc1-c1nc(CS(=O)(=O)CC(=O)NC2CCCCC2C)c(C)o1 (centres undefined)	1	-3	5	-4	-5
38	CC(OC(=O)c1cc2ccccc2cc1O)C(=O)Nc1ccc(S(N)(=O)=O)cc1 (centres undefined)	-10	-7	-2	-8	-4
39	CC(=O)c1ccc(NC(=S)Nc2cccc(S(=O)(=O)Nc3c(C)n(C)n(-c4ccccc4)c3=O)c2)cc1	0	7	2	0	-4
40	Cc1cccc(-n2c(C)cc(/C=C3\NC(=O)NC3=O)c2C)c1	2	3	-3	-5	0
41	Cn1c(=O)c(C#N)c(-c2ccccc2)n2cnnc12	-2	0	4	-4	12
42	COc1ccc(Cl)cc1C(=O)C1CCCN(Cc2cnc(N3CCOCC3)s2)C1 (centres undefined)	-2	6	5	2	4
43	CN(CC(=O)Nc1ccc(F)c(F)c1F)C(=O)CCCc1nc2ccccc2c(=O)[nH]1	3	9	3	3	.
44	CCCCCN(C(=O)COC(=O)c1ccc(C)cc1)c1c(N)n(CCCC)c(=O)[nH]c1=O	-1	2	5	-1	.
45	CCCCN1C(=N)N([C@@H](CCC)CN2CCC[C@H]2CN2C(N)=NC[C@@H]2Cc2ccccc2)C[C@H]1[C@H](C)CC	.	-2	-1	-1	.
46	Cc1cc(C(=O)N2CCC(C(=O)O)CC2)c(C)o1	3	.	-6	0	-6
47	O=C(/C=C/c1ccco1)Nc1ccc(CN2CCOCC2)cc1	3	6	2	6	8
48	COc1ccc(CC(=O)NNC(=O)c2cc(C)oc2C)cc1OC	4	5	3	-4	1

cpd	PAFAH1B2 FP inh	PAFAH2 FP inh	PME-1 primary	Fam108B counter
37	3	-1	-1	2
38	-4	-4	-2	-8
39	2	4	3	-3
40	6	6	2	-7
41	-2	-4	-3	-7
42	3	5	-2	4
43	-1	0	8	.
44	-2	0	0	.
45	-4	-7	.	.
46	.	.	-3	-5
47	-1	-6	1	-4
48	4	2	6	2

Reprinted: compounds 37 to 41
cpd	compound	LYPLA1 counter	PAFAH1B3 FP inh	pPAFAH inh	PAD4 FP inh	GSTO1 inh
37	Cc1ccccc1-c1nc(CS(=O)(=O)CC(=O)NC2CCCCC2C)c(C)o1 (centres undefined)	1	-3	5	-4	-5
38	CC(OC(=O)c1cc2ccccc2cc1O)C(=O)Nc1ccc(S(N)(=O)=O)cc1 (centres undefined)	-10	-7	-2	-8	-4
39	CC(=O)c1ccc(NC(=S)Nc2cccc(S(=O)(=O)Nc3c(C)n(C)n(-c4ccccc4)c3=O)c2)cc1	0	7	2	0	-4
40	Cc1cccc(-n2c(C)cc(/C=C3\NC(=O)NC3=O)c2C)c1	2	3	-3	-5	0
41	Cn1c(=O)c(C#N)c(-c2ccccc2)n2cnnc12	-2	0	4	-4	12

cpd	PAFAH1B2 FP inh	PAFAH2 FP inh	PME-1 primary	Fam108B counter
37	3	-1	-1	2
38	-4	-4	-2	-8
39	2	4	3	-3
40	6	6	2	-7
41	-2	-4	-3	-7

Further compounds
cpd	compound	LYPLA1 counter	PAFAH1B3 FP inh	pPAFAH inh	PAD4 FP inh	GSTO1 inh
49	Fc1cc(F)cc(-c2c(-c3ccccc3)ncc3ccc(F)cc23)c1	-4	1	5	-2	.
50	COc1ccccc1Nc1nn2c(=O)c3ccc(C(=O)N4CCC(C)CC4)cc3nc2s1	-9	-1	3	-2	-141
51	Cc1ccc(C2NC(=O)NC(O)(C(F)(F)F)C2C(=O)c2cccs2)o1 (centres undefined)	0	8	-1	-5	2
52	Cc1cc(C=O)c(C)n1-c1ccc(Cl)c(C(=O)O)c1	-1	.	10	-5	16
53	Oc1ccc(/C=N/Nc2nc(N3CCCCCC3)nc(N3CCCCCC3)n2)c(O)c1	-8	11	5	-1	-6
54	CCSc1nnc(NC(=O)c2csc3c2CCC(C)C3)s1 (centres undefined)	-5	4	6	3	-11
55	Cc1cc(C)n(C(=O)COc2ccc([N+](=O)[O-])cc2)n1	0	-4	2	3	9
56	O=C(c1ccc2ccccc2c1)N1CCN(Cc2ccccc2)CC1	-7	4	1	0	-1
57	COc1ccc(CCNC(=O)CCc2nc3ccccc3[nH]2)cc1OC	-1	5	3	-7	6
58	O=C(COC(=O)c1ccccn1)NCCCc1ccccc1	0	4	-2	4	28
59	CC(NC(=O)c1ccc(-c2ccccc2)cc1)C(c1ccccc1)N1CCOCC1 (centres undefined)	-1	-2	3	-5	.
60	Cc1ccc(NC(=O)NC(=O)CSc2n[nH]c(N)n2)c(C)c1	-5	13	3	-3	-1
61	CCCNC(=O)COC(=O)c1ccc(N2CCCC2)c([N+](=O)[O-])c1	0	17	5	4	-4
62	COc1ccc(C(=O)N/N=C/c2sc3ccccc3c2O)cc1	-1	17	13	4	24

cpd	PAFAH1B2 FP inh	PAFAH2 FP inh	PME-1 primary	Fam108B counter
49	7	-11	-7	.
50	2	-6	-5	-5
51	-1	-2	2	4
52	.	.	-6	2
53	-1	-8	7	4
54	3	-1	3	-2
55	-1	-1	-3	0
56	2	5	3	3
57	5	-2	-1	-2
58	5	1	-3	-3
59	-1	5	-2	.
60	12	-2	6	-2
61	6	65*	0	-5
62	8	21	14	-3

High-throughput results: PubChem, The Scripps Research Institute Molecular Screening Center

This is a subset; the hit share may differ from the screen's.
